High-throughput results: PubChem BioAssay, National Center for Advancing Translational Sciences (NCATS)
TR SRC2 fluor cs – Texas Red fluorescence interference in TRb-SRC2 counter-screen. TRb/SRC2 Texas Red total fluorescence interference. Potency, µM (top dose mostly 106 µM), inactives show top-dose fluorescence change, negative = quenching. 280,000 compounds, 0.29% hits; active means well fitted curve in either direction with a large enough effect; inconclusive means small, poorly fitted or top-dose-only effect
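Flags fluorescent or light-absorbing compounds by total fluorescence, S + 2P, at 555 nm excitation and 632 nm emission. Mixture: 20 nM Texas Red SRC2 peptide, 0.6 uM human TRb LBD, 1 uM T3, 5% DMSO; compound exposure 5 h at ambient temperature.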
Tau fibril FP – blocks human tau fibril formation measured by polarization; Potency, µM (top dose mostly 57.7 µM), for the others: top-dose activity, negative = inhibition, actives largely listed as inhibitors; K18 P301L tau heparin fibrillization, Alexa594 FP, 6 h; AID 1468; 280,000 compounds, 0.39% hits; further: nearly all actives have a fitted effect of over 55% in size
Target sequence (P10636 561-689 P618L limits assumed): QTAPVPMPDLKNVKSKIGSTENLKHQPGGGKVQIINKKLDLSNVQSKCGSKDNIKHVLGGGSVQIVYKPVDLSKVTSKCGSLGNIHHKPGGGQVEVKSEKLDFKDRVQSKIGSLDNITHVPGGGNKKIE
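Steps: dispense K18 P301L tau (15 uM plus 0.24 uM Alexa 594 tracer, final) in pH 7 sodium acetate; add compound; add heparin (20 uM final); incubate 6 hr, 37 C; add ThT (30 uM final); after 1 hr ambient, read FP.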
L3MBTL1 block – L3MBTL1 (human) inhibition; AlphaScreen L3MBTL1–H3K9me1 peptide binding; 230,000 compounds, 0.66% hits; AID 485360; Potency, µM (top dose mostly 57.1 µM), without a hit: at the highest dose activity, negative = inhibition, most hits filed as inhibitors; further: nearly all actives have a fitted effect of over 60% in size
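AlphaScreen proximity signal between nickel-chelate acceptor and streptavidin donor beads (final 10 ug/mL) reports binding of 50 nM L3MBTL1 to 75 nM biotin-H3 K9me1 peptide; complex incubated with compounds 30 min at room temperature; cefsulodin titration as control.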
aGal spleen mod – inhibits or activates alpha-galactosidase in human spleen homogenate; P06280; human spleen homogenate, 4MU-alpha-Gal fluorescence, 40 min; Potency, µM (titrated, usually from 80 µM), for the others: at the top dose activity change, negative = inhibition, hits mostly inhibitors; 240,000 compounds, 0.008% hits;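 further: 0% = enzyme with vehicle and -100% = no enzyme basal signal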
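Spleen homogenate 1 ug + cpd (titration) + 4-MU-alpha-D-galactopyranoside 1 mM; 37C 40 min; 50 mM citrate/phosphate pH 5.0, 0.01% Tween-20; stop pH 10; fluorescence 365/440; AC50 via Hill.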
ALDH1A1 block – inhibitors of human aldehyde dehydrogenase 1A1; P00352; Purified ALDH1A1, NADH fluorescence, propionaldehyde substrate; 220,000 compounds, 7.3% hits; Potency, µM (top dose mostly 75.3 µM), for inactives: at the highest dose activity, negative = inhibition, usual class: inhibitors; active means well fitted inhibition curve with a large enough effect, not every such curve was filed as active; inconclusive means small, poorly fitted or top-dose-only effect, or another doubt; inactive means no such curve, though single readings can be large or run the other way;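 further: plate controls were no enzyme wells and a reference inhibitor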
Target sequence (P00352 whole entry, looked up): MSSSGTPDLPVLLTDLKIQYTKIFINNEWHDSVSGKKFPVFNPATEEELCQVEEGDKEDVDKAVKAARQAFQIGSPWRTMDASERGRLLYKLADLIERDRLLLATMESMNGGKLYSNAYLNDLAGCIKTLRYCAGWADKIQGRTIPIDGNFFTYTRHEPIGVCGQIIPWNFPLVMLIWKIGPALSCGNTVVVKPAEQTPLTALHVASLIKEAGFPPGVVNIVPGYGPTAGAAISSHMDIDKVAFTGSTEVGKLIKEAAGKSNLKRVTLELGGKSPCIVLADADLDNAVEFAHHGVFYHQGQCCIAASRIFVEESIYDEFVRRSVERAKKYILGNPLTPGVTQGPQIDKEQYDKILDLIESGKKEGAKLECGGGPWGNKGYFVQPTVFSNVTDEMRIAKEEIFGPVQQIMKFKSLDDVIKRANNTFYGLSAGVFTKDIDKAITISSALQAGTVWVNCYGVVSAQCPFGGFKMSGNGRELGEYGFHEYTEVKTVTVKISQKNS
Tau fluor cs – counter-screen for tau fibril formation inhibitors. tau K18 P301L Alexa594 fluorescence, heparin fibrillization. Potency, µM (series often up to 57.7 µM), inactives show top-dose activity change, negative = decrease. 280,000 compounds, 0.93% hits. AID 1463; further: nearly all actives have a fitted effect of over 55% in size
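Human tau K18 P301L (15 uM unlabeled, 0.24 uM Alexa 594-labeled) in 100 mM sodium acetate pH 7 with 20 uM heparin, 6 hr at 37 C. ThT 30 uM added, 1 hr ambient; Alexa 594 FP and total fluorescence read at 555/632 nm.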
TRb SRC2 PPI – TRbeta-SRC2 interaction inhibition; AID 1469; TRbeta-SRC2 peptide binding, fluorescence polarization; receptor liganded with 1 µM T3; 280,000 compounds, 0.065% hits; P10828; Potency, µM (series often up to 106 µM), without a hit: at the top dose activity change, negative = inhibition, usual class: inhibitors;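 further: plate controls were bound peptide for no effect and peptide without receptor for full effect; nearly all actives have a fitted effect of over 50% in size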
Target sequence (P10828 whole entry, looked up): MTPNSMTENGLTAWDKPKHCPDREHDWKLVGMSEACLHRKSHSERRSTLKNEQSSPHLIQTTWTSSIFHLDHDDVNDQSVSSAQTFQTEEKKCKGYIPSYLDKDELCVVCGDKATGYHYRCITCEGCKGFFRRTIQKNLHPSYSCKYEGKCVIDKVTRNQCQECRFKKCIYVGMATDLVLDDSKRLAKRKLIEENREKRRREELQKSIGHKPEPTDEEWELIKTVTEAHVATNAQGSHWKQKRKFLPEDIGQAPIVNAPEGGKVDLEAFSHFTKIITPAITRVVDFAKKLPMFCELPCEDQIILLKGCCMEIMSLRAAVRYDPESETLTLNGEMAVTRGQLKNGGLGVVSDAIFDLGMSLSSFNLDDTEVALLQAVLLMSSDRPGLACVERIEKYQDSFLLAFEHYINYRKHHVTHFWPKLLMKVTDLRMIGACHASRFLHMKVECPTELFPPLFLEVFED
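Fluorescence polarization of 20 nM Texas Red SRC2 peptide (20-aa NR interaction domain) bound to 0.6 uM human TRb ligand-binding domain, with 1 uM T3, after 5 hr at ambient temperature; inhibition seen as decreased polarization.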
Tau fibril ThT – blocks human tau fibril formation measured by thioflavin T; recombinant tau K18 P301L (four-repeat tau fragment), heparin-induced fibrillization, ThT fluorescence; Potency, µM (top dose mostly 57.4 µM), for the others: at the highest dose activity, negative = inhibition, actives largely listed as inhibitors; 270,000 compounds, 2.1% hits; AID 1460; further: nearly all actives have a fitted effect of over 55% in size
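Aggregation was driven by heparin (20 uM final) acting on recombinant tau […] bearing P301L in 100 mM sodium acetate pH 7; fibrils were detected with Thioflavin T.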
* marks the source's active call; other numbers are inactive results; ? = inconclusive; nt = no result given; & = joins results of further samples; [ ] = another dose, or the depositor's remark. Unless noted, the call rests on the fitted dose curve; in most records, active means well fitted curve in the direction sought with a large enough effect; inconclusive means small, poorly fitted or top-dose-only effect, or another doubt; inactive means no such curve, though single readings can be large; an effect the other way counts as inactive or inconclusive. Unless noted, on the % scale 0 is the no-effect control and ±100 the full control effect; potency means the concentration at half of the fitted maximal effect.

SMILES | TR SRC2 fluor cs | Tau fibril FP | L3MBTL1 block | aGal spleen mod | ALDH1A1 block | Tau fluor cs | TRb SRC2 PPI | Tau fibril ThT
OC[C@@H]1O[C@@H](n2cnc3c(NC4CCCC4)ncnc32)[C@H](O)[C@H]1O | -1% | 2% | nt | -2% | -7% | -2% | -6% | -6%
Cc1nc(NCc2ccccn2)c2c3c(sc2n1)CCCC3 | -6% | -6%[2.34 µM] | -13% | -1% | 1% | -5% | -1% | -12%
Cc1cc(C)nc(S/C=C/C(=O)c2ccccc2)n1 | -1% | -19% | -13% | 2% | nt | -7% | -13% | -23%
CCOc1ccccc1NC(=O)Cn1c(=O)n(-c2ccc(Cl)cc2)c(=O)c2oc3ccccc3c21 | -2% | -1% | nt | nt | nt | 7% | 11% | 15%
Cn1cnc([N+](=O)[O-])c1Oc1cccc(O)c1 | -2% | 1% | ? | -17% | 1% | -18% | 1% | ?
COc1ccc(Nc2nc(Nc3ccc(OC)cc3OC)nc(N3CCN(C)CC3)n2)c(OC)c1 | -2% | ? | -10% | 5% | 5% | 10µM*[quencher] | -3% | ?
CCCCC(=O)OC1=CN(Cc2ccccc2)S(=O)(=O)c2ccccc21 | 6% | -4% | nt | nt | nt | -28% | -2% | ?
CCc1cc2c(nc1CC)CCN(CC/C(C)=N/O[C@@H](C)CN1CCCc3nc(C)c(C)cc31)C2 | -2%[11.2 µM] | -5%[11.6 µM] | nt | 3%[17.5 µM] | ? | -30%[11.6 µM] | -4%[11.2 µM] | ?
CN(C(=O)CSc1nnc(NC2CCCCC2)s1)C1CCS(=O)(=O)C1 (centres undefined) | -1% | -9% | nt | 3% | -2% | -4% | 2% | -6%
Cc1cc(N/N=C/c2cccc(Cl)c2)nc(-n2nc(C)cc2C)n1 | -4% | -1% | -24% | -9% | nt | -15% | 2% | -15%
COc1cccc(N2C(=O)CC(N3CCN(CCN=CC4=C(O)CC(C)(C)CC4=O)CC3)C2=O)c1 (centres undefined) | 1% | 2% | 7% | -2% | ? | 3% | 4% | 0%
CCOc1ccc(C(=O)N2CCN(C(=O)c3ccco3)CC2)cc1OCC | 1% | -1% | 8% | 2% | 1% | 9% | -11% | 4%

Ordered by length of the SMILES (smallest number first): 4 of the compounds above
SMILES | TR SRC2 fluor cs | Tau fibril FP | L3MBTL1 block | aGal spleen mod | ALDH1A1 block | Tau fluor cs | TRb SRC2 PPI | Tau fibril ThT
Cn1cnc([N+](=O)[O-])c1Oc1cccc(O)c1 | -2% | 1% | ? | -17% | 1% | -18% | 1% | ?
CCCCC(=O)OC1=CN(Cc2ccccc2)S(=O)(=O)c2ccccc21 | 6% | -4% | nt | nt | nt | -28% | -2% | ?
COc1ccc(Nc2nc(Nc3ccc(OC)cc3OC)nc(N3CCN(C)CC3)n2)c(OC)c1 | -2% | ? | -10% | 5% | 5% | 10µM*[quencher] | -3% | ?
CCOc1ccccc1NC(=O)Cn1c(=O)n(-c2ccc(Cl)cc2)c(=O)c2oc3ccccc3c21 | -2% | -1% | nt | nt | nt | 7% | 11% | 15%

(cont.)
SMILES | TR SRC2 fluor cs | Tau fibril FP | L3MBTL1 block | aGal spleen mod | ALDH1A1 block | Tau fluor cs | TRb SRC2 PPI | Tau fibril ThT
Cc1ccc(C)c(CN2C(=O)c3ccccc3S(=O)c3ccc(C(=O)N4CCOCC4)cc32)c1 (centres undefined) | -34% | 0% | nt | nt | nt | -4% | -1% | -1%
Cn1c(=O)n(C)c2cc(N3CCCCC3)c(NC(=O)c3ccc(C(C)(C)C)cc3)cc21 | 0% | 5% | nt | nt | nt | -2% | 1% | -13%
Cc1ccc(-n2nc3c(N4CCC(C(=O)NC(C)C)CC4)nnc(C)c3c2C)cc1 | 1% | -2% | nt | nt | nt | -8% | -6% | 3%
COc1ccc(N(CC(=O)NCCC2=CCCCC2)S(=O)(=O)c2c(C)[nH]c(=O)[nH]c2=O)cc1 | 1% | 5% | -9% | 8% | nt | -8% | 7% | -16%
Cc1cc(=O)oc2c3c(ccc12)OC/C3=N/N | -2% | 3% | nt | 16% | nt | -3% | -2% | nt
Cc1ccc(-n2nnnc2SCC(=O)NNC(=O)c2ccco2)c(C)c1 | -3% | 4% | 1% | -7% | ? | -5% | -3% | -12%
COc1ccc(CCNC(=O)C(NC(=O)OCc2ccccc2)C(C)C)cc1OC (centres undefined) | -2% | -3% | -9% | -7% | nt | -11% | -6% | -11%
COc1cccc(N2CC(C)Cn3c2nc2c3c(=O)n(CCN3CCOCC3)c(=O)n2C)c1 (centres undefined) | 3% | 6% | -3% | 3% | -1% | 3% | -3% | 1%
COc1ccc(NC(C#N)c2ccccc2OCc2ccccc2)cc1 (centres undefined) | 0% | -3% | 18% | -8% | ? | -3% | 2% | -13%
COc1ccccc1NC(=O)c1c(NCc2ccc(OC)c(OC)c2OC)sc2c1CCCC2 | -3% | 2% | nt | nt | nt | ? | -3% | ?
Cc1ccc(Cn2c(SCC(=O)Nc3cc(C)on3)nc3ccccc3c2=O)cc1 | 0% | 2% | nt | 3% | 10% | -8% | 7% | 7%
CCn1c(C)nc2cc(C(=O)N/N=C/c3ccc(O)cc3)ccc21 | 5% | 4% | 4% | 2% | -7% | 0% | 3% | ?
CCCN1C(=O)C(O)(CC(=O)c2ccc(OC)c(OC)c2)c2ccccc21 (centres undefined) | -2% | -9% | nt | nt | nt | 0% | 2% | 12%
Cc1ccc(CN2CCN(CC(=O)NCc3ccccc3Cl)C2=O)cc1 | 1% | -11% | nt | nt | nt | -8% | -2% | -3%
O=C(NCc1cccnc1)C(=O)NCC1OCCN1S(=O)(=O)c1ccc(F)cc1 (centres undefined) | -1% | 5% | 10% | 2% | -9% | -9% | -4% | -3%
CCOc1ccc(NC(=O)CC2C(=O)Nc3ccccc3N2C(=O)c2ccccc2)cc1 (centres undefined) | 0%[53 µM] | -11% | -1% | 14% | 5% | -11% | 6%[53 µM] | -7%
COc1ccc(OC)c(-c2csc(N(Cc3ccco3)C(=O)c3ccco3)n2)c1 | -1% | ? | nt | -9% | ? | ? | -2% | -14%
CC(C)(C)c1cc(CCC(=O)NNC(=S)NC(=O)c2ccccc2)cc(C(C)(C)C)c1O | 0% | -4% | 5% | -27% | ? | -15% | -3% | -12%
O=C(NCCc1csc(-c2ccccc2)n1)c1c(F)cccc1Cl | -1% | 0% | nt | 1% | -1% | -5% | 4% | -3%
O=C(NCCC1=CCCCC1)C1CCCN(S(=O)(=O)c2cccnc2)C1 (centres undefined) | -1% | 11% | nt | -4% | -9% | -1% | -10% | 6%
c1nnc2c3c4c(sc3ncn12)CCCC4 | 1% | -3% | 4% | -3% | 22% | 0% | -3% | -7%
Cc1cc(=O)[nH]c(SCC(=O)C23CC4CC(CC(C4)C2)C3)c1C#N | 2% | -3% | -9% | 0% | 3.2µM* | -2% | -6% | -13%
CCCCNC(=O)c1cnc2c(-c3ccc(OCC)c(OCC)c3)c(C)nn2c1-c1ccccc1 | 2% | 0% | nt | nt | nt | -16% | -7% | -13%
O=C(Nc1cc(S(=O)(=O)N2CCCCC2)ccc1Cl)c1ccccc1NS(=O)(=O)c1ccc(F)cc1 | -17% | 8% | -7% | 1% | ? | -30% | 28% | ?
COc1ccc(S(=O)(=O)N(CCc2ccccc2)CC(=O)N2CCOCC2)cc1 | 2% | -2% | 1% | -1% | ? | -9% | 0% | -6%
COc1cc(CN(C2CCCCC2C)S(=O)(=O)c2ccc(S(=O)(=O)NC3CC3)cc2)cc(OC)c1OC (centres undefined) | 0% | -10% | -6% | -9% | -4% | -20% | -1% | -8%
O=C(O)C1CC1c1ccc(Br)cc1 (centres undefined) | 4% | -8% | 2% | 4% | 5% | -5% | -14% | -4%
Cc1cc(=O)[nH]c(SCC(=O)N2CCN(C(c3ccccc3)c3ccccc3)CC2)n1 | 1% | 1% | 1% | 1% | ? | 0% | 3% | -7%
COC(=O)C(C(=O)OC)[C@@H]1c2ccccc2[C@H]2C(=C[C@@H](C)[C@H]3C(=O)N(c4ccccc4)C(=O)[C@H]32)N1C(=O)OC | -4%[11.2 µM] | 4%[11.6 µM] | nt | -5%[17.5 µM] | ? | -3%[11.6 µM] | -1%[11.2 µM] | 5%[11.5 µM]
O=C(CNC(=O)C(c1ccccc1)c1ccccc1)N/N=C/c1ccc(O)cc1O | 1% | 6% | -18% | 2% | nt | ? | -1% | ?
NCCCC[C@@H](C(=O)N1CCNCC1)n1cc([C@@H](N)CO)nn1 | 2% | 5% | 13% | 1% | 6% | 1% | 3% | -1%
COc1cc(C(CCN2CCN(c3ccccc3)CC2)c2c(OC)cc(OC)c3c(C)cc(=O)oc23)cc(OC)c1OC (centres undefined) | -2%&-8% | -3% | nt | -13%&0% | nt | -11% | 8%&1% | -3%

Structures shown so far with an aryl thioether with sulfur outside any ring, in the order listed:
SMILES | TR SRC2 fluor cs | Tau fibril FP | L3MBTL1 block | aGal spleen mod | ALDH1A1 block | Tau fluor cs | TRb SRC2 PPI | Tau fibril ThT
Cc1cc(C)nc(S/C=C/C(=O)c2ccccc2)n1 | -1% | -19% | -13% | 2% | nt | -7% | -13% | -23%
CN(C(=O)CSc1nnc(NC2CCCCC2)s1)C1CCS(=O)(=O)C1 (centres undefined) | -1% | -9% | nt | 3% | -2% | -4% | 2% | -6%
Cc1ccc(-n2nnnc2SCC(=O)NNC(=O)c2ccco2)c(C)c1 | -3% | 4% | 1% | -7% | ? | -5% | -3% | -12%
Cc1ccc(Cn2c(SCC(=O)Nc3cc(C)on3)nc3ccccc3c2=O)cc1 | 0% | 2% | nt | 3% | 10% | -8% | 7% | 7%
Cc1cc(=O)[nH]c(SCC(=O)C23CC4CC(CC(C4)C2)C3)c1C#N | 2% | -3% | -9% | 0% | 3.2µM* | -2% | -6% | -13%
Cc1cc(=O)[nH]c(SCC(=O)N2CCN(C(c3ccccc3)c3ccccc3)CC2)n1 | 1% | 1% | 1% | 1% | ? | 0% | 3% | -7%
